# Screens (PubChem BioAssay)
# HSF-1 act – HSF-1 activators, primary screen, NIH3T3-HGL cells, MG132 stress, luminescence, single point | 1.7% of 300,000 active | activation, % at 9 µM | NIH3T3-HGL HSF-1 luciferase reporter, 8 h; 100% = twice DMSO control signal;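 active = mean replicate activation of at least 50% with a set share of replicates each reaching 50%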;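 note: 0% = median of the neutral control wells and 100% = twice that signal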
# HSP90 refold inh – HSP90 inhibitors, primary screen, cell lysate, luminescence; 0.91% of 290,000 active; Heat shock protein HSP 90 (rabbit reticulocyte lysate; luciferase refolding); inhibition, % at 5.6 µM; Rabbit reticulocyte lysate, luciferase refolding luminescence, 3 h; AID 1789, 2009;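 active = inhibition above the screen-wide mean plus 3 SD, computed separately per campaign, cut at about 16% in these data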;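 note: 0% = DMSO wells and 100% = 60 µM geldanamycin wells; inhibitors lower the luminescence because luciferase stays unfolded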
# HSF1 inhib – HSF1 inhibitors in luciferase reporter cells, primary screen, cell-based, NIH3T3, luminescence | AID 2098, 2009 | activity change, negative = inhibition, % at 7.5 µM (by protocol) | 0.77% of 300,000 active | NIH3T3-HGL HSE-luciferase, MG132-induced, luminescence 8 h; active compounds read low;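 active = more than half of replicate wells show activity change below -50%, luminescence cut by over half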;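 note: luciferase reports HSF-1 transcriptional activity via heat shock element; 0% = median of DMSO wells and -100% = zero luminescence signal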
# GSK3A inh – blockers of GSK3A enzyme activity – biochemical, luminescence, cell-free homogeneous, HTS, primary screen; Glycogen synthase kinase-3 alpha (Homo sapiens), P49840; inhibition, % at 10 µM; 0.1% of 320,000 active; GSK-3 alpha kinase, ADP-Glo luminescence, 60 min;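 in the data active = inhibition above about 50%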;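 note: GST-tagged GSK-3 alpha with peptide substrate and 25 µM ATP; 0% = DMSO neutral wells and 100% = GW8510 positive control wells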
# Target sequence (P49840 whole entry, looked up): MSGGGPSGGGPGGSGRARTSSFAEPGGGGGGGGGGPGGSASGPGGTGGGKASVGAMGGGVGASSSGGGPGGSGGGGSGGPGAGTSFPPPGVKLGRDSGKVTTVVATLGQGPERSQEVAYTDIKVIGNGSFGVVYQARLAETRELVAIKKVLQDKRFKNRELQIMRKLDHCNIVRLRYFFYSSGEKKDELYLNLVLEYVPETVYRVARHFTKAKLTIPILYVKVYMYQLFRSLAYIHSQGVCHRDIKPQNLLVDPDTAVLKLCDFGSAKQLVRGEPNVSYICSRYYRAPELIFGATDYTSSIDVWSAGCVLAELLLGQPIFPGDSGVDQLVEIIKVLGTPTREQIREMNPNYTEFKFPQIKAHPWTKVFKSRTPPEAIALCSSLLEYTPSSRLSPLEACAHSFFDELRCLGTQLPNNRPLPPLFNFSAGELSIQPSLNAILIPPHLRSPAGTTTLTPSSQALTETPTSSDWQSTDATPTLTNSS
# aSyn 5UTR inh – MLPCN primary screen, SNCA 5' untranslated region; inhibition, % (tested at 7.5 µM); alpha-synuclein 5'UTR reporter, inhibitor activity; 0.82% of 300,000 active; in the data active = inhibition above about 60%;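 note: H4 neuroglioblastoma cells stably carrying SNCA 5'UTR luciferase fusion; 0% = DMSO wells and 100% = positive control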
# DYRK1A inh – rat Dyrk1A kinase inhibitors, primary screen, biochemical, single point, plate reader; ADP-Glo luminescence, NFATc1 peptide; inhibition, % at 12.5 µM; 0.43% of 310,000 active; AID 504441, 2011; in the data active = inhibition above about 50%;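 note: plate controls were vehicle with enzyme for no effect and no enzyme for full effect; many of its hits are not listed in these tables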
# Platelet DG rel – inhibitors of platelet dense granule secretion, primary screen, cell-based, MLPCN, human platelets. human platelet-rich plasma, SFLLRN dense granule ATP release, luminescence. inhibition, %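 (compounds screened at 7.5 µM in platelet-rich plasma)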. 0.22% of 300,000 active;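 active = mean replicate score, as percent of positive control, at or above 50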
# IEC-6 cytotox – cytotoxicity in IEC-6 intestinal epithelial cells, primary screen, cytotoxicity control for KLF5 inhibitor project, cell-based, luminescence | IEC-6 cytotoxicity, luminescence viability | inhibition, % at 5 µM | 0.78% of 290,000 active | AID 1825, 2009; in the data active = inhibition above about 22%;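 note: 0% = plate median of test compound wells and 100% = cytotoxic reference compound wells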
# KLF5 inh – KLF5 expression inhibitors, primary screen, DLD-1 cells, luminescence; DLD-1 KLF5 promoter-luciferase reporter; 0.23% of 290,000 active; inhibition, % at 5 µM;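 active = inhibition above a per-plate limit of that plate's mean compound inhibition plus 3 SD, cut at about 60% in these data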;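 note: 0% = DMSO wells and 100% = LY294002 at 200 µM; higher means less KLF5 promoter-driven luciferase light; inactives centre near -14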
# GSK3B inh – human GSK3beta kinase inhibitors, primary screen, biochemical, cell-free homogeneous, HTS | Glycogen synthase kinase-3 beta (Homo sapiens), P49841 | GST-GSK3beta kinase, ADP-Glo luminescence, 60 min; active compounds read low | activity score (negative = inhibition), % at 10 µM | 0.038% of 300,000 active;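 active = more than half of replicate wells score below -50%, meaning over 50% inhibition versus plate controls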;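 note: 0% = median DMSO wells and -100% = median GW8510 positive control wells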
# Target sequence (P49841 whole entry, looked up): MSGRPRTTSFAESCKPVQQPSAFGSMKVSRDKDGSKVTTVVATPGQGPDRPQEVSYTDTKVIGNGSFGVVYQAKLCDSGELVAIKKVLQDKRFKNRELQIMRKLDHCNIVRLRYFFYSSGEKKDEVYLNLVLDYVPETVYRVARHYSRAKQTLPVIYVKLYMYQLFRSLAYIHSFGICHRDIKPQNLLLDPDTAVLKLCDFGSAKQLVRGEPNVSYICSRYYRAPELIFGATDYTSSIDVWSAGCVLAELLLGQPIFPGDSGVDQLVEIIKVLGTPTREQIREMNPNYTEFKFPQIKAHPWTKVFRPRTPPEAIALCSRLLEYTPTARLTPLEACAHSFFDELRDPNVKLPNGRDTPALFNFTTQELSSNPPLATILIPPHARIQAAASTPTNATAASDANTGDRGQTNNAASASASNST
#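 Assay system: GST-tagged human GSK3beta kinase, cell-free; Input: 1.6 ng GSK3beta; Medium: Tris/MgCl2 kinase buffer; Timing: 60 min enzyme reaction, room temperature; Signal: ADP-Glo luminescence quantifying ADP generated by kinase; Evaluation: score relative to plate controls; Benchmarks: DMSO neutral wells and GW8510 at 20 µM as positive.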
# * hit, by the source's call; / = no result given. A portion of the library, so the mix of outcomes need not match the whole.
# Value order: HSF-1 act	HSP90 refold inh	HSF1 inhib	GSK3A inh	aSyn 5UTR inh	DYRK1A inh	Platelet DG rel	IEC-6 cytotox	KLF5 inh	GSK3B inh
O=C(CN1CCN(C(=O)C2CCCO2)CC1)Nc1ccc(Cl)cc1 (stereo unspecified)
    13	-3	3	7	8	3	-5	-10	-6	0
Cc1c(Cl)cnc(NC(=O)COC(=O)Cc2coc3ccc4ccccc4c23)c1Cl
    -11	-3	-3	-1	-1	3	-3	2	-24	1
Cc1cc(C)cc(N(CC(=O)NCC2CCCO2)C(=O)CCC(=O)Nc2nccs2)c1 (stereo unspecified)
    -18	-1	-5	0	7	18	0	-2	1	-1
C=CCNC(=O)C1CC1(c1ccc(C)cc1)c1ccc(C)cc1 (stereo unspecified)
    3	-3	-6	0	-2	0	-2	0	-11	2
COc1cccc(NC(=O)CN(C)C(=O)c2ccc(NC(=O)CC3SC(N4CCCCC4)=NC3=O)cc2)c1 (stereo unspecified)
    0	/	-7	1	-9	-4	-1	/	/	0
CCOC(=O)c1c(S(=O)(=O)N2CCN(C3CCCCC3)CC2)c(C)n(C)c1C
    -10	-1	4	-1	-20	-5	-8	0	-11	-2
COc1ccccc1N1CCN(C(=O)c2cc3cc(Br)ccc3oc2=O)CC1
    -2	-1	1	-1	-16	4	-5	-3	-15	-1
O=c1oc2ccccc2n1CSc1nc2ccccc2s1
    37	2	40	-1	-99	7	-19	6	-73	-1
Cc1ccn2c(CNCC3COCCO3)c(C(=O)N3CCCCCC3)nc2c1 (stereo unspecified)
    4	-1	-5	0	-1	7	0	1	-17	1
O=C(CSc1nnc2n(C3CCCCC3)c(=O)c3ccccc3n12)OC1CCCCC1
    -36	-2	-26	0	11	/	7	0	6	2
Cc1ccc(C(=O)COc2ccccc2-c2ccccc2)cc1
    22	0	6	-2	-10	-3	-13	-1	-30	2
Cc1cccc(Cn2c(N3CCCCC3C)nc3c2c(=O)[nH]c(=O)n3C)c1 (stereo unspecified)
    -4	-2	-2	0	12	3	8	-2	-22	-1
CCSc1nc(-c2ccccc2)c(C#N)c(=O)[nH]1
    -3	1	-1	-5	-1	-4	7	0	-34	11
Cc1cc(=O)oc2cc(OCC(=O)Nc3nnc(C(C)C)s3)ccc12
    -8	-10	-6	1	9	0	0	-6	-22	-2
CCCc1cc(C(=O)Nc2sc(C)c(C)c2C(=O)OCC)no1
    /	-1	/	/	/	1	/	-1	-5	/
CCN(CC)S(=O)(=O)c1cccc(NC(=O)COC(=O)CCC(=O)c2cccs2)c1
    0	1	-5	4	11	-5	-2	1	3	2
Cc1ccc(C(O)P(=O)(OCc2ccccc2)c2ccc(N(C)C)cc2)cc1 (stereo unspecified)
    15	-1	0	0	-3	9	-1	-1	5	-3
CCOCCCNC(=O)c1cc2c(-c3ccc(Cl)cc3)nn(C)c2s1
    17	-3	3	1	-62	5	17	14	0	2
COC(=O)[C@H](CCSC)NC(=O)Nc1ccc(C(C)=O)cc1
    1	0	-2	-4	10	-2	-12	-1	-15	-1
COCCSc1ccccc1C(=O)N1CCN(Cc2ccccc2)CC1
    1	-2	-5	-3	2	-4	-3	1	-18	2
CCCC(=O)Nc1nnc(CC(=O)N2CCCC2)s1
    -16	7	4	2	2	-3	-5	0	-24	0
Cc1ccc(O)c(C(=O)c2cnc3c(c2)COc2ccc(C)cc2-3)c1
    0	4	4	1	-4	5	-38	-1	-9	2
CCOC(=O)c1sc(NC(=O)CSc2ncn(-c3ccccc3)n2)nc1C
    26	2	-2	-1	-10	-2	-2	-3	-9	0
O=C(COc1ncnc2c(Cl)cc(Cl)cc12)NCCC1=CCCCC1
    7	0	3	-2	-13	5	25	3	-42	3
CC1CCCN(Cc2c(O)ccc3c(=O)c(-c4ccc(Cl)cc4)coc23)C1 (stereo unspecified)
    17	-4	1	/	-3	-2	-2	-2	-9	0
CC(=O)NS(=O)(=O)c1ccc(NC(=O)c2cc3c(=O)n4ccccc4nc3s2)cc1
    -4	-1	-5	0	-13	19	13	2	-19	2
NC(=O)C1CCN(C(=O)c2ccc3c(c2)S(=O)(=O)c2ccccc2C3=O)CC1
    41	1	4	-1	11	3	11	1	-9	-14
Nc1nc(NC(=O)c2cccs2)nn1-c1ccccc1
    38	-3	6	-1	-115	25	1	0	-120	0
O=C(N/N=C/c1cc(Cl)cc(Cl)c1O)c1ccncc1
    -1	-7	0	15	24	-1	6	19	77*	0
COc1cc(C(=O)NNC(=O)c2ccoc2C)cc(OC)c1OC
    -3	-1	-4	-1	32	-75	10	-8	6	-6

# The listing continues.
# Value order: HSF-1 act	HSP90 refold inh	HSF1 inhib	GSK3A inh	aSyn 5UTR inh	DYRK1A inh	Platelet DG rel	IEC-6 cytotox	KLF5 inh	GSK3B inh
O=c1c2cc(N3CCOCC3)ccc2[nH]c(=S)n1CCc1ccccc1
    17	-2	4	2	-34	/	9	1	-8	-5
COc1ccc(Cc2nnc(SCC(=O)NCCc3ccccc3)o2)cc1
    -2	2	0	-1	14	-2	9	0	-41	1
COc1ccc(C(=O)CN2C3=NCCCN3c3ccccc32)cc1OC
    10	-1	1	-2	-42	0	-6	0	-31	-1
COCc1ccc(C(=O)N(C)CC2CCCN(CCc3ccc(OC)cc3)C2)o1 (stereo unspecified)
    24	-9	17	0	-123	-6	0	1	-78	1
COc1ccc(-c2cc(C)no2)cc1S(=O)(=O)N1CCOc2ccccc21
    16	5	1	1	45	-2	10	6	-22	1
Nc1nonc1-c1nc2ccccc2[nH]1
    -1	-1	4	8	-46	24	-4	5	2	-6
CCN(CC)c1ccc([N+](=O)[O-])cc1C(=O)O
    -37	-2	-14	-3	1	-6	-3	4	-27	1
COc1ccc(N2CCN(C(=S)Nc3ccccc3OC)CC2)cc1
    0	-5	3	1	13	10	2	0	-16	1
Cc1noc(C)c1S(=O)(=O)N1CCN(S(=O)(=O)c2ccccc2C#N)CC1
    10	-5	1	-4	12	1	-4	-1	-8	0
CCOCCCNCC(=O)Nc1ccccc1N1CCOCC1
    /	-2	/	2	/	2	/	-3	0	/
COC(=O)c1scc(C)c1N/N=C(\C)c1ccc(F)cc1F
    -21	-1	0	-2	8	0	3	0	-34	-3
CCCCCSc1nc(C)c(CC(=O)O)c(=O)[nH]1
    -94	5	-92*	-1	-8	1	-6	-3	-34	-2
Cc1ccc(NC(=S)N(Cc2cccc(Br)c2)CC2CCC(C(=O)O)CC2)cc1 (stereo unspecified)
    16	-6	2	-5	-32	-6	-16	-6	-18	5
O=S(=O)(c1ccc(NC(=S)N2CCN(c3ccc(O)cc3)CC2)cc1)N1CCOCC1
    /	-8	/	-1	22	-4	2	-4	-50	-3
CC1(C)Cc2ccccc2C(NNC(=O)c2ccccc2)=N1
    2	-3	3	-3	9	9	-5	-2	-38	2
Cc1ccc(N(CC(=O)NC2CCCC2)C(=O)CCC(=O)Nc2ccccn2)cc1
    -13	3	-2	1	-13	-11	-8	5	-11	1
CCS(=O)(=O)N1CCC(NC(=O)C(Cc2cc(OC)ccc2OC)NC(C)=O)CC1 (stereo unspecified)
    -7	5	-7	-2	8	17	2	4	-7	-1
Nc1cc(-c2cccc(F)c2)nn1S(=O)(=O)c1cccc2nsnc12
    5	-6	7	-2	25	4	7	-6	-21	2
CCOC(=O)c1cc(CC)sc1N1C(=O)CC(Sc2ncccc2C(=O)O)C1=O (stereo unspecified)
    -12	-2	-8	-3	19	-2	-6	-5	-21	3
CCOc1cc(CNCC(C)C)cc(Cl)c1OCc1ccccc1
    3	5	0	1	5	-2	0	-2	0	-1
O=C(Cc1cccs1)N1CCCC(c2nc3c(nnn3Cc3ccc(F)cc3)c(=O)[nH]2)C1 (stereo unspecified)
    1	2	3	-4	-3	-10	2	-3	-24	2
COc1ccc(C(=O)N[C@H](C(=O)NCc2ccc(C)cc2)C(C)C)cc1
    -3	1	-11	-2	-4	-1	1	3	-10	/
Cc1ccc(C)c(C(C)NC(=S)NC2CCCCC2)c1 (stereo unspecified)
    -9	6	-2	1	0	-8	0	-2	5	-1
COc1ccc2[nH]c(=O)c(CN(CC3CCCO3)C(=S)Nc3ccccc3)cc2c1 (stereo unspecified)
    13	-2	-3	-3	8	2	2	0	-17	-1
CCOc1ccccc1N1CC(C(=O)Nc2ccccc2N2CCCC2)CC1=O (stereo unspecified)
    -10	/	-4	0	11	3	-2	/	/	2
Nc1[nH]ncc1-c1ccc(F)cc1
    10	4	-6	9	2	2	-3	-5	-59	-5
Nc1n[nH]c2cccc(Cl)c12
    11	1	-1	-3	22	-9	1	-5	-35	-5
Cc1ccc(NS(=O)(=O)c2cccc(C(=O)NNC(=O)c3cccn3C)c2)c(C)c1
    1	-5	-2	-1	-9	-2	3	-6	-12	0
CCCn1nc2cc(C(=O)NCc3ccc(OC)cc3)ccc2c1OCC
    0	1	0	0	8	-10	1	1	-4	0
CCOc1ccc(NC(=O)C2CCCN(S(=O)(=O)c3cccc4nsnc34)C2)cc1 (stereo unspecified)
    5	3	3	0	-26	-3	6	3	-35	1

# Further compounds:
# Value order: HSF-1 act	HSP90 refold inh	HSF1 inhib	GSK3A inh	aSyn 5UTR inh	DYRK1A inh	Platelet DG rel	IEC-6 cytotox	KLF5 inh	GSK3B inh
COC(=O)c1c(NC(=O)Cc2cccs2)sc(C(=O)N2CCCCC2)c1C
    -9	-1	-1	0	30	-1	4	2	-17	0
CN(Cc1cn(Cc2ccccc2)nc1-c1ccc2c(c1)OCO2)Cc1nccn1C
    15	4	4	1	0	2	-5	3	12	4
CCCCNC(=O)c1ccccc1NC(=O)c1ccccc1N(C)S(C)(=O)=O
    0	2	-3	1	-12	-6	-1	1	-5	1
O=C(COc1ccc2c(c1)oc(=O)c1ccccc12)NC(Cc1ccc(Cl)cc1)C(=O)O (stereo unspecified)
    -1	-1	4	-1	0	42	-2	-2	-3	2
Oc1ccc2ccccc2c1CNc1ccccn1
    -5	-2	-3	1	21	19	3	0	-20	2
N#Cc1ccc(C(=O)Nc2nc3ccccc3[nH]2)cc1
    38	9	23	-2	-88	10	15	5	-107	2
CCn1c(CNC(=O)c2ccccc2Cl)cc2ccccc21
    18	-2	15	-1	-27	-4	9	-1	-58	-1
Cc1ccc(CC(NC(=O)c2ccccc2)C(=O)NC(C)C(=O)O)cc1 (stereo unspecified)
    -20	-3	-6	-3	29	0	3	-5	-22	-4
CCSc1nnc(NC(=O)c2cc(C)oc2C)s1
    28	1	4	-1	-161	9	2	-4	-146	0
